CF NFkB inh: cystic fibrosis NF-kB activation inhibition | inhibition, % at 5 µM | KKLEB NF-kB-GFP reporter, PAF-induced, GFP fluorescence overnight | 360,000 tested, 0.86% active | AID 588850;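 active means at least 50% inhibition at 5 µM, scaled per plate between neutral and stimulator controls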;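 further: PAF is a Pseudomonas aeruginosa culture filtrate used as stimulus; plate controls were PAF-stimulated DMSO wells for no effect and unstimulated DMSO wells for full effect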
NR2E3 ag-1: NR2E3 (human) agonism; Q9Y5X4; GST-NR2E3/biotin-RetCOR TR-FRET, 1536-well; inhibition of corepressor binding, % at 4.78 µM; 320,000 tested, 0.12% active; AID 2300;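 active means percent inhibition above the cutoff of mean plus 3 SD of all tested compounds, set per screening campaign, cut at about 20% in these data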;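 further: 0% = DMSO wells and 100% = biotin wells as full block of FRET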
Target sequence (Q9Y5X4 whole entry, looked up): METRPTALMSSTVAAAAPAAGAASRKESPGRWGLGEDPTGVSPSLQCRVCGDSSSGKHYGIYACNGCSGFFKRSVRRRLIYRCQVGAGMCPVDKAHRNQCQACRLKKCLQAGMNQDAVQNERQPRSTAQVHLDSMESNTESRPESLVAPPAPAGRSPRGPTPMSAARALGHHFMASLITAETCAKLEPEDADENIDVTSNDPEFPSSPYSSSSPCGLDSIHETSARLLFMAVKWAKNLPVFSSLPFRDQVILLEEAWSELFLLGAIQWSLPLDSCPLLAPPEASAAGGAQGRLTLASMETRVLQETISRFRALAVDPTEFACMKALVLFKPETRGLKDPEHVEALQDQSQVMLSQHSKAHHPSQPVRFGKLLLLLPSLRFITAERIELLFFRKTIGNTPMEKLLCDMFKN
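Format: 1536-well format; test system: GST-NR2E3 and biotin-RetCOR proteins; read-out basis: percent inhibition of TR-FRET ratio; timing: 5 h incubation at 4 °C; detection: time-resolved FRET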
TROY signal inh: inhibitors of TROY-dependent NF-kB signaling | Q293 LMP1-TROYcd NF-kB luciferase reporter, 4 h | inhibition, % at 10 µM | 360,000 tested, 0.98% active;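 active means compounds whose plate-normalised and pattern-corrected inhibition of the luciferase reporter signal at the single screening dose is 50% or more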
TRAIL sens C8: sensitizes caspase-8 expressing cells to TRAIL; NB7+C8 cells + TRAIL, ATPlite viability luminescence; inhibition (viability loss, TRAIL sensitization), % at 10 µM; 360,000 tested, 1% active;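 active means compounds causing at least 50% loss of cell viability in the single-dose screen, relative to plate controls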
NR2E3 ag-2: agonists of human NR2E3 nuclear receptor | AID 602229 | inhibition of corepressor binding, % at 3.98 µM | 360,000 tested, 0.35% active | CHO-S Gal4-NCOR/VP16-NR2E3 two-hybrid, luciferase;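 active means inhibition above the mean of all tested compounds plus 3 SD, cut at about 70% in these data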;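 further: 0% = DMSO with NR2E3 transfected cells and 100% = cells lacking NR2E3 construct; higher means lower luciferase signal from less NR2E3 corepressor binding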
Peg3 promoter: reduces Peg3 promoter-driven luciferase expression in HeLa | inhibition, % at 20 µM | HeLa PEG-Prom luciferase reporter, luminescence, overnight | 360,000 tested, 1.7% active;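 active means inhibition of at least 50% at 20 µM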
MITF TRPM1 inh: inhibitors of MITF-driven TRPM1 promoter in melanoma cells; SK-MEL-5 TRPM1 promoter luciferase, 24 h; inhibition, % at 12.5 µM; 330,000 tested, 0.83% active; AID 488899;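 active means mean inhibition across replicates of 60% or more, whatever share of single replicates reaches that level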; further: values of inactives mirror those of a sister screen read the other way
HIF-2a inh: blocks HIF-2a reporter activity; 786-0 RCC cells HIF-2a reporter, luciferase luminescence, overnight; inhibition, % at 18.8 µM; 360,000 tested, 0.72% active;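 active means inhibition of the luminescence signal of 40% or more relative to plate controls, in a single-dose primary screen at 18.75 µM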
KKLEB cytotox: CF airway cell cytotoxicity counter-screen. AID 602141. activity change (cytotoxicity), % at 5 µM. 360,000 tested, 0.36% active. KKLEB CF airway cells viability, ATPlite luminescence, overnight; hits give low values; cells stimulated with P. aeruginosa culture filtrate;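 active means corrected activity change at or below -50% at 5 µM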
Shn3 inh set2: Schnurri-3 reporter inhibition in Clone20 osteoblasts; Clone20 osteoblast Shn3 3'UTR firefly luciferase, 24 h; inhibition, % at 12.5 µM; 360,000 tested, 0.52% active; AID 588674;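 active means mean inhibition of at least 75% with every replicate also reaching 75%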;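 further: 0% = median of neutral control wells and 100% = pilot-screen positive control compound; some compounds past the cut are filed as inactive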
TWEAK Fn14 block: TWEAK-Fn14 signaling inhibition | TWEAK-stimulated Fn14 reporter cells, luciferase luminescence, 8 h | inhibition, % at 10 µM | 360,000 tested, 2% active; in the data active means inhibition above about 50%
Numbers without * were called inactive; x = no result given.

Assay codes – A = CF NFkB inh; B = NR2E3 ag-1; C = TROY signal inh; D = TRAIL sens C8; E = NR2E3 ag-2; F = Peg3 promoter; G = MITF TRPM1 inh; H = HIF-2a inh; I = KKLEB cytotox; J = Shn3 inh set2; K = TWEAK Fn14 block
COCCCNC(=S)N1CCC(NC(=O)c2ccco2)CC1
  A: 6	B: -2	C: -3	D: -8	E: 8	F: -2	G: -6	H: 16	I: -6	J: 7	K: 2
Cc1ccc(S(=O)(=O)NCC(=O)OCC(=O)NCCc2ccccc2)cc1
  A: -9	B: -2	C: 19	D: -5	E: -33	F: 4	G: 4	H: 7	I: 3	J: 10	K: 6
CCc1ccc(OCC(=O)Nc2ccc(S(=O)(=O)Nc3cc(C)on3)cc2)c(Br)c1
  A: 7	B: 5	C: 1	D: -41	E: 5	F: 20	G: -7	H: -4	I: -3	J: 4	K: -16
CC1CN(C(=S)NC(=O)c2cccc([N+](=O)[O-])c2)CC(C)O1 (stereo not given)
  A: -2	B: -4	C: -3	D: 2	E: -8	F: 2	G: -2	H: 11	I: 8	J: 1	K: 0
CNC(=O)c1c(NC(=O)c2ccco2)sc2c1CCCC2
  A: -2	B: 2	C: -15	D: 0	E: -8	F: -51	G: -10	H: -100	I: -5	J: -34	K: -4
c1ccc(-c2nnc(-c3ccncc3)o2)cc1
  A: -15	B: 2	C: -50	D: -6	E: -70	F: -129	G: -28	H: -152	I: 8	J: -19	K: -4
CC1(c2ccccc2)NC(=O)N(CC(=O)Nc2nnc(C3CC3)s2)C1=O (stereo not given)
  A: 11	B: 0	C: -13	D: -5	E: -11	F: 6	G: 8	H: 7	I: 11	J: 6	K: 23
CCOC(=O)c1cc(-c2cc3ccccc3o2)n[nH]1
  A: -1	B: 1	C: -41	D: 14	E: -36	F: -70	G: 13	H: -56	I: 14	J: -8	K: -12
O=C(/C=C/c1ccccc1)NCc1cccnc1
  A: 13	B: 6	C: -31	D: 2	E: -8	F: -9	G: 9	H: -17	I: -12	J: -12	K: -5
CCCNC(=O)C1(C)CCCN(C(=O)c2ccc(F)c(Cl)c2)C1 (stereo not given)
  A: -6	B: x	C: -4	D: -1	E: 6	F: -18	G: x	H: 4	I: -1	J: 18	K: -1
N#C/C(=C/c1ccc(N2CCOCC2)o1)c1nc2ccccc2[nH]1
  A: -48	B: -8	C: -27	D: 43	E: -151	F: -45	G: -1	H: -152	I: 0	J: -19	K: 13
CCCCNC(=O)c1onc(CSc2ccc(F)c(F)c2)c1C(=O)O
  A: 11	B: 3	C: 15	D: -8	E: 9	F: 8	G: -13	H: 19	I: -4	J: 7	K: 9
CCCc1cc(C(=O)NCc2cccnc2)no1
  A: 3	B: 2	C: -7	D: -1	E: -16	F: -10	G: 6	H: -13	I: 4	J: -23	K: -8
CCN(c1ccccc1)S(=O)(=O)c1ccc(C(=O)N2CC(C)CC(C)C2)cc1 (stereo not given)
  A: -16	B: 1	C: 1	D: 18	E: -6	F: 15	G: 7	H: 4	I: 6	J: 26	K: -7
Cc1cccc(CN2CCC(n3nccc3NC(=O)CCCc3ccccc3)CC2)n1
  A: -13	B: 4	C: 19	D: 7	E: -14	F: -7	G: 6	H: 8	I: -6	J: -23	K: 3
COc1ccc(C(=O)NN2C(=O)C3C(c4ccccc4)C=CC(c4ccccc4)C3C2=O)cc1 (stereo not given)
  A: -1	B: 1	C: 14	D: -11	E: -39	F: 19	G: -4	H: 8	I: 8	J: 14	K: 2
COc1ccc(NC(=O)c2nc3ccccc3s2)cc1
  A: -14	B: 3	C: 38	D: 46	E: -114	F: -86	G: -9	H: -56	I: -8	J: 2	K: 61*
Cc1cc(C)c2nc(C)cc(Nc3ccc(C(=O)N4CCOCC4)cc3)c2c1
  A: -21	B: -2	C: -7	D: -3	E: -1	F: 6	G: -4	H: 26	I: -3	J: 8	K: -15
O=C(Nc1ccc(OCC(=O)N2CCOCC2)cc1)Nc1cccc(Cl)c1
  A: 32	B: 4	C: -6	D: -1	E: -7	F: -53	G: 1	H: -32	I: -11	J: 0	K: -10
CC1CN(C(=S)Nc2cccc([N+](=O)[O-])c2)CC(C)O1 (stereo not given)
  A: 3	B: x	C: -12	D: -5	E: -13	F: 7	G: -4	H: 0	I: 5	J: 22	K: -5
CCC(C)NC(=O)c1cnn2c(C)c3c(nc12)CCCC3 (stereo not given)
  A: 1	B: 2	C: -8	D: 32	E: -3	F: -7	G: 2	H: -20	I: 5	J: 2	K: -24
Cc1ccc2nc(NC(=O)c3cccs3)sc2c1
  A: 1	B: 8	C: 23	D: 61*	E: -111	F: -47	G: 7	H: -82	I: -15	J: -14	K: 78*
Clc1ccccc1Cc1noc(CN2CCCCC2c2ccccn2)n1 (stereo not given)
  A: 15	B: 3	C: 16	D: -2	E: 22	F: 4	G: 4	H: 9	I: 6	J: -2	K: -4
COc1cccc(N2CCN(c3ccc4nnc(CCC(=O)Nc5ccc(OC)c(OC)c5)n4n3)CC2)c1
  A: 3	B: -1	C: -9	D: 19	E: 12	F: 9	G: -4	H: 12	I: 2	J: -3	K: 0
Clc1ccc(-c2nnc(CSc3nnc(-c4cccs4)o3)o2)cc1
  A: -5	B: 2	C: -19	D: 4	E: -32	F: -78	G: -12	H: -72	I: -2	J: 2	K: -6
O=C(NCC1CC1)c1ccc2c(c1)S(=O)(=O)c1cc(Cl)ccc1C2=O
  A: 6	B: 4	C: 6	D: 20	E: -1	F: -4	G: -3	H: -1	I: -6	J: -7	K: -19
Cc1ccc2nc3n(c(=O)c2c1)-c1cc2ccccc2cc1C(=O)NC3CC(C)C (stereo not given)
  A: 6	B: x	C: 24	D: 12	E: -23	F: -2	G: x	H: 5	I: -6	J: 18	K: -33
CN(CC(=O)Nc1cccc(F)c1)CC(=O)Nc1ccc(Cl)cc1[N+](=O)[O-]
  A: -7	B: 3	C: -13	D: 1	E: -4	F: -36	G: 2	H: -19	I: -1	J: 6	K: -15
Cc1c(N(C)C)nc2ccccc2c1N
  A: -23	B: -1	C: 8	D: 0	E: -9	F: 1	G: -6	H: 15	I: 6	J: -14	K: -25
COc1ccc(C(OCC(O)CN(C)C2CCCCC2)c2ccc(OC)cc2)cc1 (stereo not given)
  A: 14	B: -2	C: 12	D: 13	E: 8	F: -5	G: -12	H: 0	I: -1	J: 13	K: 2

Brought forward from above: three compounds; new compounds follow.
Assay codes – A = CF NFkB inh; B = NR2E3 ag-1; C = TROY signal inh; D = TRAIL sens C8; E = NR2E3 ag-2; F = Peg3 promoter; G = MITF TRPM1 inh; H = HIF-2a inh; I = KKLEB cytotox; J = Shn3 inh set2; K = TWEAK Fn14 block
CN(CC(=O)Nc1cccc(F)c1)CC(=O)Nc1ccc(Cl)cc1[N+](=O)[O-]
  A: -7	B: 3	C: -13	D: 1	E: -4	F: -36	G: 2	H: -19	I: -1	J: 6	K: -15
Cc1c(N(C)C)nc2ccccc2c1N
  A: -23	B: -1	C: 8	D: 0	E: -9	F: 1	G: -6	H: 15	I: 6	J: -14	K: -25
COc1ccc(C(OCC(O)CN(C)C2CCCCC2)c2ccc(OC)cc2)cc1 (stereo not given)
  A: 14	B: -2	C: 12	D: 13	E: 8	F: -5	G: -12	H: 0	I: -1	J: 13	K: 2
O=C(CSc1nc(=O)n2cc(Cl)ccc2n1)NCCc1ccccc1
  A: 5	B: 0	C: -25	D: 2	E: -8	F: -13	G: -1	H: -1	I: 0	J: -14	K: 5
COc1cc(OC)c(OC)cc1/C=C1\CC(C)C/C(=C\c2cc(OC)c(OC)cc2OC)C1=O (stereo not given)
  A: 22	B: 0	C: 37	D: 11	E: 0	F: 58*	G: 51	H: 29	I: 9	J: 94*	K: 64*
Clc1cc(/C=N\NC2=NCCN2)cc(Cl)n1
  A: 1	B: -5	C: -17	D: 8	E: -13	F: 2	G: x	H: 15	I: 7	J: 12	K: -3
O=C(CS(=O)(=O)Cc1ccccc1)Nc1ccc(Cl)cn1
  A: 10	B: 4	C: -24	D: 1	E: 10	F: -1	G: 9	H: -4	I: 2	J: 3	K: 1
Cc1oc(-c2cccc(Cl)c2)nc1CN1CCCC(C(=O)NCc2ccco2)C1 (stereo not given)
  A: -3	B: 1	C: 19	D: 12	E: -5	F: 20	G: -1	H: 13	I: 4	J: 18	K: -13
CCOc1ccc(CNc2nnnn2C)cc1
  A: 5	B: -3	C: -3	D: 2	E: -4	F: 8	G: -7	H: 12	I: -2	J: 10	K: -14
CCc1ccc(C(=O)Nc2cc(C)ccc2F)s1
  A: -16	B: 4	C: -16	D: 53*	E: -41	F: -40	G: -16	H: -214	I: -1	J: -56	K: -23
C[C@H]1CN([C@@H](C)CO)S(=O)(=O)c2ccc(C#Cc3ccccn3)cc2O[C@@H]1CN(C)C(=O)C1CC1
  A: 6	B: x	C: 19	D: -8	E: 9	F: -17	G: x	H: 5	I: -4	J: -14	K: -9
COc1ccc(CCNC(=O)CSc2nc3ccccc3c3nc(CCN4CCCCC4)nn23)cc1OC
  A: -11	B: 2	C: 6	D: 13	E: 21	F: 0	G: 2	H: 7	I: 4	J: 4	K: 1
CCCN1C2CCCC1CC(NC(=O)c1ccc(Br)cc1)C2 (stereo not given)
  A: -6	B: 4	C: 10	D: 11	E: -6	F: 21	G: 4	H: 23	I: -2	J: -16	K: -10
CCOC(=O)c1c(S(=O)(=O)NCCc2ccco2)c(C)n(C)c1C
  A: 21	B: 1	C: 0	D: -1	E: 0	F: -12	G: 0	H: 1	I: 2	J: -2	K: -6
Cc1ccc(S(=O)(=O)N2CCC(C(=O)NNC(=O)c3cccnc3)CC2)cc1
  A: -13	B: -1	C: -3	D: 8	E: -1	F: 17	G: 1	H: 21	I: -10	J: 8	K: 23
Cc1ccc(S(=O)(=O)N2CCN(CC(=O)N/N=C\c3ccc(Cl)c([N+](=O)[O-])c3)CC2)cc1
  A: -11	B: -1	C: -7	D: 0	E: -9	F: 69*	G: -4	H: 25	I: -2	J: 0	K: -11
Cc1nc2ccc(S(=O)(=O)NCC(=O)N3CCN(c4ccccn4)CC3)cc2s1
  A: 1	B: 0	C: x	D: 0	E: -7	F: 14	G: 2	H: 19	I: 8	J: 11	K: 33

Quoted at random: 2 compounds from above
Assay codes – A = CF NFkB inh; B = NR2E3 ag-1; C = TROY signal inh; D = TRAIL sens C8; E = NR2E3 ag-2; F = Peg3 promoter; G = MITF TRPM1 inh; H = HIF-2a inh; I = KKLEB cytotox; J = Shn3 inh set2; K = TWEAK Fn14 block
C[C@H]1CN([C@@H](C)CO)S(=O)(=O)c2ccc(C#Cc3ccccn3)cc2O[C@@H]1CN(C)C(=O)C1CC1
  A: 6	B: x	C: 19	D: -8	E: 9	F: -17	G: x	H: 5	I: -4	J: -14	K: -9
Cc1ccc(S(=O)(=O)N2CCN(CC(=O)N/N=C\c3ccc(Cl)c([N+](=O)[O-])c3)CC2)cc1
  A: -11	B: -1	C: -7	D: 0	E: -9	F: 69*	G: -4	H: 25	I: -2	J: 0	K: -11

Some of the compounds tested (hit frequency here may not be typical).
